BAP1 block – inhibitors of BAP1 deubiquitinase, primary screen, biochemical, Ub-AMC fluorescence, kinetic; Ubiquitin carboxyl-terminal hydrolase BAP1 (Homo sapiens), Q92560; recombinant BAP1, Ub-AMC hydrolysis fluorescence kinetic; stronger effect = lower value; activity remaining (% of control), % at 20 µM; actives 0.48% (n = 72,000); AID 436, 2006;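 active = activity remaining at or below 50% of control, provided the compound also passes the data quality filters; inactive = the rest, including low values that fail the filters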;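 also: 100% = DMSO wells rate and 0% = substrate alone blank rate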
Target sequence (Q92560 whole entry, looked up): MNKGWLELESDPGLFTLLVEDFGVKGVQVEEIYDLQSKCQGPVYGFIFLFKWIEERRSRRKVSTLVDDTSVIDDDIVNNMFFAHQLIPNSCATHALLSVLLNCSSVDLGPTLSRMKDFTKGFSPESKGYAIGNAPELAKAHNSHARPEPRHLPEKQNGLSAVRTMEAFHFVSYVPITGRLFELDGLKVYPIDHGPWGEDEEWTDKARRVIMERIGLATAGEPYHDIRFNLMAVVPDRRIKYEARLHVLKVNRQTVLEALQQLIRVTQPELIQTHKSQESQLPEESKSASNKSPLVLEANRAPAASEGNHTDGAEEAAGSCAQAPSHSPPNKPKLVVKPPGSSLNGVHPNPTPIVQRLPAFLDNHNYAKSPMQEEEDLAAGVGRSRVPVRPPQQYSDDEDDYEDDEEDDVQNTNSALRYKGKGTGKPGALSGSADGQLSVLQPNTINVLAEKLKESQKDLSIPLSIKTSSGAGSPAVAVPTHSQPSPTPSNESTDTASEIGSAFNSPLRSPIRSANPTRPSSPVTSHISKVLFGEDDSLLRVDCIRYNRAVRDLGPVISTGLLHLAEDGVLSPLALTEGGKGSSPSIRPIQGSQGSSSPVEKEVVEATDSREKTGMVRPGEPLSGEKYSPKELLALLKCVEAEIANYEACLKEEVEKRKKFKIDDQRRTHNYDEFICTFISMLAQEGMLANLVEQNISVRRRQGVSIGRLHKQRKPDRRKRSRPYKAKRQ
HePTP inh – inhibitors of human HePTP phosphatase, primary screen, biochemical, absorbance, leukemia target; AID 521, 2006; actives 0.64% (n = 110,000); Tyrosine-protein phosphatase non-receptor type 7 (Homo sapiens), P35236; inhibition, % at 20 µM; recombinant HePTP phosphatase activity, OD absorbance; in the data active = inhibition above about 50%;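 also: plate controls were vehicle for no effect and reference inhibitor for full effect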
* = called active by the depositor; . = no result given; & = joins results of further samples. Random draw from the library. About 0.7% of those tested had a hit in this group.

compound,BAP1 block,HePTP inh
CCCCOc1ccc(C2(C(=O)O)CCCC2)cc1,100,2
c1ccc(SCc2nc(-c3ccncc3)no2)cc1,.,12
O=C(O)CN1C(=O)S/C(=C\c2ccccc2O)C1=O,.,8
CCc1nc(N2CCCCC2)c2oc3ccccc3c2n1,81,3
COCCOC(=O)c1[nH]c2c(c1C)C(=O)C(C(=O)OC)C(C)C2 (centres undefined),98,-5
Clc1ccc(OCc2nc(-c3ccccn3)n[nH]2)cc1,109,2
COc1ccccc1NC(=O)N1CCC(C(=O)c2ccc(F)cc2)CC1,105,3
COc1cc(C(=S)N2CCOCC2)cc(Br)c1O,.,-11
CCOc1cc(C2Nc3ccccc3NC3=C2C(=O)CC(c2ccccc2)C3)cc(Br)c1O (centres undefined),.,6
CCOP(=O)(OCC)C(Nc1ccc(Br)cc1)c1cc(Br)ccc1O (centres undefined),87,.
CC1(C)Cc2ccccc2-c2c1c(=O)n(-c1ccccc1)c1nnnn21,489,9
C[n+]1cccc(CNC(=O)/C=N/O)c1,130,0
N#Cc1nc(Cc2ccccc2)oc1NCCCn1ccnc1,98,2
CC1Cc2ccccc2N1C(=O)CSc1nnnn1-c1ccc2c(c1)OCCO2 (centres undefined),75,10
CC(C)(C)c1ccc(C(=O)Nc2ncc(Cc3ccc(F)cc3)s2)cc1,.,9
Cc1cc(NS(=O)(=O)c2ccc(NC(=O)c3ccco3)cc2)no1,76,-7
O=C(CSc1nnc(-c2ccc(S(=O)(=O)N3CCCC3)cc2)o1)NCc1ccco1,72,8
COc1ccc(N(CC(=O)NC(C)(C)C)S(C)(=O)=O)cc1Cl,.,-6
CCOC(=O)c1ccc(NC(=O)C2C3CCC(C3)C2C(=O)O)cc1 (centres undefined),106,-14
O=C(C1CCCCC1)N1CCCn2c1nc1ccccc12,80,-2
CS(=O)(=O)N(CC(=O)NC1CCCC1)c1cccc(F)c1,118,9
Cn1cnnc1SCc1ccc(C(=O)O)cc1,.,10
CCN(CC(=O)NC)S(=O)(=O)c1ccc(C)cc1,70,10
COc1ccc(-n2c(COc3ccccc3)n[nH]c2=S)cc1,60,.
COCCN1C(=O)/C(=C\c2ccc(F)cc2)C(C(=O)OC)=C1C,.,-2
COC(=O)c1sc2cc(Cl)ccc2c1Cl,.,7
COc1ccc(-c2nc(-c3cc(OC)c(OC)c(OC)c3)no2)cc1OC,.,6
Cc1cc(C)c(NC(=S)NC(=O)/C=C/c2ccccc2)c([N+](=O)[O-])c1,.,6
Cc1nc(-c2ccc(NC(=O)c3ccccc3)cc2)cs1,.,-2
COc1cc(/C=C2\SC(NC(C)=O)=NC2=O)ccc1Oc1ccc(C(F)(F)F)cc1[N+](=O)[O-],.,9
O=C1C(=O)N(c2cccc(Cl)c2)C(c2ccccc2[N+](=O)[O-])/C1=C(\O)c1ccccc1 (centres undefined),.,8
Cc1ccccc1C(=O)Nc1cccc(-c2nnc(-c3ccccc3)o2)c1,.,10
Cc1cc(C(N)=O)c(-c2ccccc2)o1,.,-12
O=C(NC1CCCCC1)c1nc2c(nnn2Cc2ccccc2Cl)c(=O)[nH]1,84,8
C/C(=N\N=C1/NC(=O)C(CC(=O)O)S1)c1ccccc1 (centres undefined),.,1
CC(C)COc1ccc(C(=O)Nc2cccc([N+](=O)[O-])c2)cc1,.,2
O=C(CSc1nc2c(cnn2-c2ccc(F)cc2)c(=O)[nH]1)N1CCOCC1,.,2
O=C(O)c1cc(S(=O)(=O)N(CCO)CCO)ccc1Cl,.,5
O=C(/C=C/c1ccccc1)NC(=S)Nc1ccc(-c2nc3ncccc3o2)cc1,.,-15
Cn1nc(CC(=O)Nc2ccc(N3CCN(C(=O)OC(C)(C)C)CC3)cc2)c2ccccc2c1=O,137,4
Cc1noc(C)c1C(=O)N1CCN(CCc2ccccc2)CC1,65,4
Cc1ccc(N(Cc2ccc(C(=O)Nc3ccc(C)c(Cl)c3)cc2)S(C)(=O)=O)cc1C,.,0
N#Cc1c(N)sc(=S)c2c1CCCCC2,115,-3
O=C1CC(c2ccccc2)CC(O)=C1C=NCCN1CCN(C(=O)Nc2ccccc2)CC1 (centres undefined),102,8
CN(C)C(=O)Cn1cnc2c(cnn2-c2ccccc2Cl)c1=O,97,2
O=C(CSc1nccn1-c1cccc(Cl)c1)Nc1ccc2c(c1)OCCO2,96,-1
Cc1ccc(/C=C2\CN(C)C/C(=C\c3ccc(C)cc3)C2=O)cc1,.,-3
COc1ccc(OC)c(N(CC(=O)N2CCN(c3ccccc3)CC2)S(=O)(=O)c2ccccc2)c1,.,4
O=C(Nc1ccccc1F)NC1CCN(Cc2nnnn2Cc2ccc(F)cc2)CC1,112,-3
O=C(NCCc1ccccc1)C1CCN(C(=O)c2sccc2-n2cccc2)CC1,88,8

Filtered by structure, the entries above with two or more sulfur atoms (2)
compound,BAP1 block,HePTP inh
O=C(CSc1nnc(-c2ccc(S(=O)(=O)N3CCCC3)cc2)o1)NCc1ccco1,72,8
N#Cc1c(N)sc(=S)c2c1CCCCC2,115,-3

Random excerpt: seven records from the list
compound,BAP1 block,HePTP inh
COc1ccc(-c2nc(-c3cc(OC)c(OC)c(OC)c3)no2)cc1OC,.,6
CN(C)C(=O)Cn1cnc2c(cnn2-c2ccccc2Cl)c1=O,97,2
O=C1CC(c2ccccc2)CC(O)=C1C=NCCN1CCN(C(=O)Nc2ccccc2)CC1 (centres undefined),102,8
O=C(/C=C/c1ccccc1)NC(=S)Nc1ccc(-c2nc3ncccc3o2)cc1,.,-15
Cc1ccc(/C=C2\CN(C)C/C(=C\c3ccc(C)cc3)C2=O)cc1,.,-3
Cc1ccccc1C(=O)Nc1cccc(-c2nnc(-c3ccccc3)o2)c1,.,10
COc1cc(/C=C2\SC(NC(C)=O)=NC2=O)ccc1Oc1ccc(C(F)(F)F)cc1[N+](=O)[O-],.,9

New compounds follow:
compound,BAP1 block,HePTP inh
COc1ccc(OC)c(S(=O)(=O)N(C)CC(=O)Nc2ccc3c(c2)OCCO3)c1,113,3
COc1cc(/C=C2/SC(=S)NC2=O)ccc1OS(=O)(=O)c1ccccc1,.,26
COC(=O)c1cccc(NC(=O)c2cccc(OC)c2)c1,155,5
Cc1nn(Cc2c(Cl)cccc2Cl)c(C)c1NC(=O)c1cc(C(C)C)on1,79,4
CN1C(=O)N(C)C2(c3ccccc3)Nn3c(s/c(=C/c4ccc([N+](=O)[O-])cc4)c3=O)=NC12c1ccccc1 (centres undefined),.,5
Cn1c(C(=O)c2ccccc2)nc2ccccc21,.,-1
O=C(CSc1nnc2scc(-c3ccccc3)n12)Nc1nsc(-c2ccc(Cl)cc2)n1,81,.
NC(=O)c1c(NC(=O)C(c2ccccc2)c2ccccc2)sc2c1CCCCCC2,.,-8
COc1cccc(N(C(=O)CNC(=O)c2ccco2)C(C(=O)NC2CCCCC2)c2ccncc2)c1 (centres undefined),100,4
COc1cc(NC(=O)c2cnn3c2NC(c2cccs2)CC3C(F)(F)F)c(OC)cc1Cl (centres undefined),77,3
COc1cc(NC(=O)c2cc(OC)c(OC)c(OC)c2)c(OC)cc1NC(=O)CN1CCCCC1,108,3
Cc1ccc(S(=O)(=O)N=C(Nc2ccccn2)c2ccccc2)cc1,.,-7
Cc1coc(C)c1C(=O)CC1(O)C(=O)Nc2cc(Cl)cc(Cl)c21 (centres undefined),59,6
COc1ccccc1-c1coc2c(CN3CCN(CCO)CC3)c(O)ccc2c1=O,.,2
O=C1C2C(c3ccccc3)C=CC(c3ccccc3)C2C(=O)N1Cc1ccc(F)cc1 (centres undefined),.,-10
O=C(Nc1cccc(Cl)c1Cl)c1ccc([N+](=O)[O-])cc1,.,0
Cn1c2c(c(=O)n(C)c1=O)C(c1ccc(Br)cc1)Nc1ccccc1O2 (centres undefined),94,-2
CCOc1ccccc1NC(=O)COc1ccc(Br)cc1,.,-2
COc1cccc(CN2CCN(Cc3cccc(F)c3)CC2)c1OC,.,0
Cn1c(=O)n(C)c2cc(C(=O)O)ccc21,116,5
Fc1cccc(-c2nnc(SCc3ccccc3Cl)n2-c2ccccc2)c1,.,10
COc1ccc(CCNC(=O)C2CC(=O)N(C3CCCC3)C2)cc1OC (centres undefined),98,-1
CC(=O)Nc1ccc(-n2c(C)nc(=O)c(-c3ccccc3)c2C)cc1,107,-3
Cc1cccc(C)c1NC(=O)Nc1c(C)cccc1C,.,2
O=C(CCCOc1ccccc1)Nc1ncn[nH]1,.,-1
O=C(COc1ccc2ccccc2c1)NC1C2CC3CC(C2)CC1C3 (centres undefined),.,5
Cc1ccccc1NC(=O)c1cc(N)ccc1N1CCCCC1,83,10
Cn1c(=O)cc(SCC(=O)N2CCCC2)c2cc(Cl)ccc21,63,-2
CC(C)C(NC(=O)OCc1ccccc1)C(=O)OCC(=O)N1C(C)CCCC1C (centres undefined),113,2
COc1cccc(-c2cc(=O)c3ccccc3o2)c1N,94,.
O=C1C(Nc2ccccc2)=CC(c2cccc(F)c2)N1c1ccccc1 (centres undefined),.,1
NC(=O)NC(=O)c1nc2ccccc2[nH]c1=O,.,6
Cc1ccc(C(O)(CNCc2ccccc2)c2ccc(Br)cc2)cc1 (centres undefined),.,4
CCC(C)NC(=O)Nc1cccc(Cl)c1 (centres undefined),.,3
C=CCN1C(c2ccccc2)=CS/C1=C(\C#N)c1nnc2n1CCCCC2,131,6
CC12CC3CC(C)(C1)CC(C(=O)Nc1ccc(Cl)cc1)(C3)C2,.,-12
Cc1ccc(NC(=O)C2CC3c4ccccc4C2c2ccccc23)cc1 (centres undefined),106,-13
Cn1cc(Cl)c(C(=O)N2CCN(c3ncccn3)CC2)n1,102,7
COc1ccc(CNC(=O)C(=O)Nc2ccc(Cl)c(C(F)(F)F)c2)cc1,.,-6
COc1ccc(CC(=O)c2ccccc2C(=O)O)cc1,99,-11
O=C(CCN1C(=O)c2cccc([N+](=O)[O-])c2C1=O)NCC1CCCO1 (centres undefined),.,0
CCOC(=O)N1CCN(C(=O)COc2ccc(S(=O)(=O)NC(C)C)cc2)CC1,95,10
Cc1nc(C2CC(=O)OC23CCCCC3)cs1 (centres undefined),94,2&1
CCOC(=O)CC(=O)CSc1nc(N)c(C#N)c(-c2ccc(Cl)cc2)c1C#N,129,-10
CC1CCC(C(C)C)C(OC(=O)COC(=O)c2cccn2C)C1 (centres undefined),104,-6
CC1=CCC2C(=O)N(c3cccc(C(=O)N(C)C4CCCCC4)c3)C(=O)C2C1 (centres undefined),92,6
O=C(NCCCN1CCOCC1)c1ccc(CS(=O)(=O)Cc2ccc(Cl)cc2)o1,100,5
C/C(=C\c1cc(C(=O)O)c(C)o1)CO,99,-4
O=C(c1ccccc1)c1ccc2nc(-c3ccc(NC(=O)c4ccccc4Cl)cc3)[nH]c2c1,.,-15
Cc1sc2ncn(/N=C/C=C3\N(C)c4ccccc4C3(C)C)c(=O)c2c1C,.,5

The list goes on:
compound,BAP1 block,HePTP inh
CC(C)CC(OC(=O)c1cccs1)C(=O)NCC1CCCO1 (centres undefined),104,5
O=C(CSc1nc2sc3c(c2c(=O)n1-c1ccccc1)CCCC3)NCCc1ccccc1,.,-3
CC1=C(C(N)=O)C(c2cccnc2)n2nc(-c3cccc(Cl)c3)nc2N1 (centres undefined),90,9
O=C1N=C(N2CCOCC2)SC1=C1CCCCC1,94,2
Cc1ccc(C2(C)NC(=O)N(Cc3c(C)noc3C)C2=O)cc1 (centres undefined),109,-1
Cc1ccc2nc(NC(=O)CSc3ncn[nH]3)sc2c1,.,-2
O=C(CCn1c(=O)sc2ccccc21)NCc1ccc2c(c1)OCO2,93,-6
CCOC(=O)c1oc2ccc(Br)cc2c1NC(=O)CN1CCN(C)CC1,108,3
CCCCC(CC)C(=O)NCc1ccccc1OC (centres undefined),69,-3
CCOc1ccccc1/C=C/C(=O)c1cccc(Br)c1,.,11
COc1c(Cl)ccc(Cl)c1C(=O)OCC(=O)O,97,9
COc1ccc(-c2cc(C(=O)NCc3ccco3)c3ccccc3n2)cc1,.,3
CCOCCOC(=O)c1ccc(NC(=O)c2ccc(C)cc2)cc1,.,8
Cc1ccc(OCC(=O)N2CCN(C(=O)Cc3ccccc3)CC2)cc1,93,2
CCOC(=O)c1c[nH]c2ccc(I)cc2c1=O,69,.
Cc1ccc(N=Cc2c(O)n(-c3ccccc3)c(=O)[nH]c2=O)cc1,.,-10
Cn1c(=O)c2c(nc(N3CCCCCC3)n2CC(O)COc2ccc(Cl)cc2)n(C)c1=O (centres undefined),93,8
CCOC(=O)C1=C(C)NC(C)=C(C(=O)OCC)C1c1cccs1,.,-9

From PubChem
